HepG2 viability: HepG2 cytotoxicity, counter-screen for TGF-b inhibitors | HepG2 CAGA-GFP viability, ATP luminescence, 18 h | Potency, µM (doses to about 46.1 µM), without a hit: top-dose activity change, negative = cytotoxicity, most hits filed as cytotoxic | 0.76% of 410,000 active | AID 588856; also: some results filed as inactive show a strong effect at the top dose
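HepG2 CAGA-GFP cells (1000/well, DMEM with 1% FBS) received compound, then TGF-beta at 500 pg/mL final, and were incubated 18 hours at 37 degrees C. Viability was read by CellTiter-Glo luminescence. Media-only wells were set as complete cell-killing and DMSO as no toxicity.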
MCF10A rereplic: induces DNA re-replication in MCF 10a normal breast cells. MCF 10A DNA re-replication, Hoechst nuclear intensity, 48 h. Potency, µM (titrated, usually from 46.1 µM), for inactives: at the highest dose activity, positive = re-replication, usual class: activators. 2.9% of 350,000 active; also: % of control where 0% means no effect; nearly all actives have a fitted effect of over 50% in size
EPAC2 antag: blocks human EPAC2 exchange factor; 0.18% of 360,000 active; Potency, µM (doses to about 114 µM), for inactives: at the top dose activity, negative = inhibition, usual class: inhibitors; EPAC2 GEF exchange of Rap1B-BODIPY-GDP, fluorescence; Q8WZA2; also: % is scaled to controls: 0 for no effect and ±100 for the full control effect; nearly all actives have a fitted effect of over 45% in size; many of its hits are not listed in these tables
Target sequence (Q8WZA2 whole entry, looked up): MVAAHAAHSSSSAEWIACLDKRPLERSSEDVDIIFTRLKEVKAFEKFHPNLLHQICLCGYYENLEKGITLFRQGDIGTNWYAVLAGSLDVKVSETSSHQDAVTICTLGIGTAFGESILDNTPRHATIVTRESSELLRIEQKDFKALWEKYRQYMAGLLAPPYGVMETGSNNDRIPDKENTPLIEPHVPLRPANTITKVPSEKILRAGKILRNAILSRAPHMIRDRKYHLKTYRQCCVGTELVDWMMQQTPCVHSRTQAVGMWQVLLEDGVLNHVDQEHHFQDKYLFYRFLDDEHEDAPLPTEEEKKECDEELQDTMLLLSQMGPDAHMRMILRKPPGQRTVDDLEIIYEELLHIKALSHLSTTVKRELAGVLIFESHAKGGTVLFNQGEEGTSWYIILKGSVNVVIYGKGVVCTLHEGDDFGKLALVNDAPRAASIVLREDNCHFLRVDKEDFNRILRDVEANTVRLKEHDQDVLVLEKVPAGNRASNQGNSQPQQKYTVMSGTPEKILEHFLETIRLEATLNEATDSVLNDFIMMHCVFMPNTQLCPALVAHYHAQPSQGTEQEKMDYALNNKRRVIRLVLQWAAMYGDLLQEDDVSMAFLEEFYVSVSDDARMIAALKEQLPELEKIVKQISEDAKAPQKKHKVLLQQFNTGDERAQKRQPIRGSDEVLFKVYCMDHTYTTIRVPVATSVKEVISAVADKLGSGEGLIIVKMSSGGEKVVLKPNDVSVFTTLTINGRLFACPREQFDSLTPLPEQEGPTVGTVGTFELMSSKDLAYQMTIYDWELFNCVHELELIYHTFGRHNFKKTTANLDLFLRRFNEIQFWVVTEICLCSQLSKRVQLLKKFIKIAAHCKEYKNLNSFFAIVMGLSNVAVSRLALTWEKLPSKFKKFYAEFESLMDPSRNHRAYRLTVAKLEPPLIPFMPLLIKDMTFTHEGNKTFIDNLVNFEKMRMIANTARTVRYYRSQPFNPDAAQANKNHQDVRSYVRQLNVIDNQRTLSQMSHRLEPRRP
S2 tox: viability counter-screen for ATXN expression inhibitors; S2 cells (HEK-293 line with an ATXN2-luciferase reporter) viability, CellTiter-Fluor protease fluorescence, 24 h; Potency, µM (highest dose often 56.7 µM), usual class: cytotoxic; AID 651635; 0.49% of 400,000 active; also: nearly all actives have a fitted effect of over 40% in size
ATXN2 expr inh: inhibitors of ATXN2 expression; HEK-293 ATXN2-luciferase reporter, luminescence, 24 h; 0.72% of 360,000 active; Potency, µM (series often up to 57 µM), inactives show top-dose activity change, negative = inhibition, hits mostly inhibitors; also: % is scaled to controls: 0 for no effect and ±100 for the full control effect; nearly all actives have a fitted effect of over 55% in size
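ATXN2-luciferase reporter cells (luciferase flanked by upstream and downstream ATXN2 gene portions) were treated 24 h at 37 °C with compounds at up to 57 uM. SteadyGlo luminescence gave expression; GF-AFC fluorescence gave viability.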
TGFb inhibitor: TGF-b pathway inhibition; AID 588855; 1.2% of 410,000 active; Potency, µM (series often up to 46.1 µM), for the others: at the highest dose activity, negative = inhibition, usual class: inhibitors; HepG2 CAGA-GFP TGF-b/SMAD3 reporter, GFP fluorescence, 18 h; TGF-beta stimulated, 500 pg/mL final; also: % is scaled to controls: 0 for no effect and ±100 for the full control effect; nearly all actives have a fitted effect of over 65% in size
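Smad-responsive CAGA-GFP expression was quantified in HEPG2 cells exposed to compounds and 500 pg/mL final TGF-beta for 18 h at 37 degrees C; unstimulated wells defined full inhibition.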
Nrf2 inh: inhibitors of Nrf2 signaling; 2.1% of 360,000 active; A549 ARE-Fluc reporter, luciferase luminescence, 18-24 h; Potency, µM (highest dose often 46 µM), inactives show top-dose activity change, negative = inhibition, hits mostly inhibitors; also: % is scaled to controls: 0 for no effect and ±100 for the full control effect; nearly all actives have a fitted effect of over 60% in size
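Quantitative HTS in A549 cells stably bearing an antioxidant response element-firefly luciferase construct. Inhibition of Nrf2-driven transcription was scored by luminescence after 18-24 h of compound exposure at 37 °C.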
Nrf2 ARE act: activators of Nrf2 (ARE) signaling | AREc32 ARE-luciferase reporter (MCF7-derived line), luminescence, 24 h | Potency, µM (top dose mostly 46.1 µM), without a hit: top-dose activation, actives largely listed as activators | 0.31% of 410,000 active; also: % of control where 0% means no effect; nearly all actives have a fitted effect of over 65% in size
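Steps: seed AREc32_Fluc cells (1000/well, 5% FBS OPTI-MEM); incubate overnight at 37 deg C; add 23 nL compound; incubate 24 hr; add Steady-Glo; hold 30 min RT; read luminescence.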
A549 viability: counter-screen for Nrf2 inhibitors: cytotoxicity in A549 cells; A549 ARE-Fluc cells, CellTiter-Fluor viability, 18-24 h; Potency, µM (highest dose often 46 µM), without a hit: top-dose activity change, negative = cytotoxicity, most hits filed as inhibitors; 0.16% of 390,000 active; AID 504648; also: % is scaled to controls: 0 for no effect and ±100 for the full control effect
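Cytotoxicity counterscreen: CellTiter-Fluor fluorescence was measured in A549 ARE_Fluc cells after 18-24 h of compound exposure in a concentration series. The subsequent BugLite luminescent read reports ARE-luciferase activity.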
* = called active by the depositor; i = inactive; ? = inconclusive; . = no result given; [ ] = remark or other dose. Calls follow the shape of the dose curve; as a rule, active = well fitted curve in the direction sought with a large enough effect; inconclusive = small, poorly fitted or top-dose-only effect, or another doubt; inactive = no such curve, though single readings can be large; an effect the other way counts as inactive or inconclusive. Potency is read from the fitted curve at half-maximal effect. The list is partial; the hit share may differ from the screen's.

| cpd | Compound | A549 viability | EPAC2 antag | TGFb inhibitor | HepG2 viability | MCF10A rereplic | Nrf2 inh | S2 tox | Nrf2 ARE act | ATXN2 expr inh |
| --- | --- | --- | --- | --- | --- | --- | --- | --- | --- | --- |
| 1 | COc1ccc2sc(N(CCCN(C)C)C(=O)c3nc4ccccc4s3)nc2c1 | 9.0% | -1.6% | -7.3% | -16.7% | -1.5% | 20.2% | i | -0.3% | 1.7% |
| 2 | CC(C)(C)c1ccccc1NC(=O)Cn1cnc2cc([N+](=O)[O-])ccc2c1=O | 1.4% | 0.1% | -12.2% | -9.6% | 0.2% | 18.4% | ? | 0.1% | . |
| 3 | CC(=O)NC1=NN(C(C)=O)C(C)(CS(=O)(=O)c2ccc(Cl)cc2)S1 (stereo not drawn) | -0.7% | -9.5% | -5.6% | -22.5% | 1.3% | 0.4% | i | -0.6% | 3.4% |
| 4 | Cc1cc(C)n(C(C)CC(=O)Nc2cccc(C#N)c2)n1 (stereo not drawn) | -5.1% | . | -1.7% | -26.2% | . | -19.9% | i | 0.4% | -9.2% |
| 5 | COC(=O)C1=C(C(=O)OC)C(C(=O)OC)N2C=CC=CC2=C1C(=O)OC (stereo not drawn) | . | 0.9% | 13.0% | 3.7% | . | . | i | -0.5% | 1.4% |
| 6 | COc1ccc(N(CC(=O)Nc2cc(Cl)ccc2OC)S(=O)(=O)c2c(C)[nH]c(=O)[nH]c2=O)cc1 | 2.5% | -22.2% | -2.3% | -12.4% | 0.7% | 0.4% | i | 2.0% | -7.9% |
| 7 | CCc1nnc(NS(=O)(=O)c2ccc(NC(=S)NC(=O)c3cccnc3)cc2)s1 | -9.7% | -16.4% | 0.7% | 7.4% | -3.3% | 12.0% | i | 0.2% | -12.0% |
| 8 | Cc1ccc(S(=O)(=O)N2CCN(C(=O)Cc3ccc4c(c3)OCCO4)CC2)cc1C | 8.2% | 10.6% | 5.7% | -9.6% | -3.5% | 2.8% | i | 5.1% | -24.4% |
| 9 | C/C(=N/NC(=O)CN1CCN(S(=O)(=O)c2ccc(C)cc2)CC1)c1ccco1 | 0.5% | 3.5% | -3.9% | -2.7% | 0.5% | 1.4% | i | -0.6% | 2.9% |
| 10 | Cc1cc(F)ccc1S(=O)(=O)Nc1ccccc1C(=O)Nc1ccc2[nH]c(=O)[nH]c2c1 | 0.0% | -52.2% | 9.9% | 15.9% | ? | 9.2% | i | 2.5% | 0.7% |
| 11 | O=c1cc2c(n[nH]1)CCCC2 | -2.7% | 17.9% | 0.0% | 0.1% | -0.2% | . | ? | -0.4% | -7.0% |
| 12 | CC1=C(C(=O)OCc2ccc3c(c2)OCO3)C(c2cccc([N+](=O)[O-])c2)NC(=O)N1 (stereo not drawn) | -0.7% | -1.5% | 25.0% | -1.4% | 4.6% | ? | i | 0.3% | . |
| 13 | Cc1cccc2sc(NC(=O)CN3C(=O)C4CC=CCC4C3=O)nc12 (stereo not drawn) | 7.6% | 0.0% | 4.2% | 6.0% | -5.0% | -2.1% | i | 0.1% | -17.3%[11.3 µM] |
| 14 | Cc1cccc(CNC(=O)c2cc(S(=O)(=O)N3CCOCC3)cn2C)c1 | -8.6% | 3.9% | 7.8% | 10.9% | 2.3% | -0.4% | i | -0.2% | 4.5% |
| 15 | COc1ccc(CCNC(=S)NCc2cccs2)cc1OC | 10.3% | -3.0% | -22.3% | -25.7% | 17.1% | 14.4% | i | 8.5% | -34.6% |
| 16 | CNc1ncnc2c1ncn2[C@H]1CN(Cc2ccco2)C[C@@H](CO)O1 | . | 6.1% | 22.8% | 11.3% | . | . | i | -0.6%[9.22 µM] | -0.3% |
| 17 | C/C(=N/Nc1ccc([N+](=O)[O-])cc1)c1ccc(C)cc1C | ? | -1.8% | 3.55µM* | -37.1% | ? | ? | ? | -0.6% | -12.8% |
| 18 | CCOC(=O)[C@]12CCC=C1N(Cc1cccc3ccccc13)C(=O)[C@H](CC(=O)NCCC(C)C)C2 | . | -10.7% | . | . | . | . | ? | -0.9% | ? |
| 19 | COC(=O)CCN(C(=O)c1cccc(OC(C)=O)c1)c1ccccn1 | -3.0% | 8.7% | -26.2% | -6.5% | 7.6% | -4.8% | ? | 0.3% | -7.2% |
| 20 | Cn1c(=O)[nH]c(=O)c2c1nc(N1CCCCC1)n2C/C=N/Nc1ccc(C(=O)O)cc1 | -0.2% | -2.7% | -25.5% | -0.3% | 2.2% | ? | i | 1.9% | 94.9%[activator] |
| 21 | O=C(CCC(=O)Nc1ccc(F)cc1)N/N=C/c1cccc(Br)c1 | -1.0% | -7.9% | 0.0% | -28.2% | 5.3% | -20.0% | i | 2.4% | 3.2% |
| 22 | CC(C)(C)c1ccc(N2C(=N)SCC2=O)cc1 | -0.3% | 10.1% | 8.3% | 5.6% | 3.4% | -7.6% | i | 3.6% | -3.4% |
| 23 | COc1ccc(S(=O)(=O)N(C(C)=O)c2ccc3oc(=O)sc3c2)cc1 | 0.4% | 5.6% | 3.0% | -25.5% | 7.8% | 5.7% | i | 0.1% | -3.9% |
| 24 | CCOC(=O)N1CCC(NC(=O)c2cc3c(=O)n(C)c4ccccc4c3n2C)CC1 | 0.5% | -0.3% | -1.8% | -7.8% | 9.3% | -8.1% | ? | 0.7% | -26.4% |
| 25 | COc1ccc(N2CCN(S(=O)(=O)c3ccc4c(c3)OCCO4)CC2)cc1 | 5.6% | 13.3% | -27.9% | -28.5% | -7.6% | -16.8% | i | -0.1% | -16.7% |
| 26 | CC(=O)N1CCC(N(Cc2ccc(C)o2)C(=O)Nc2ccccc2F)CC1 | 0.5% | . | 0.1% | 8.4% | . | ? | i | -1.1% | 11.9% |
| 27 | COc1ccc2[nH]c3c(c2c1)CCN1C(=O)C(CC(=O)NC/C=C(\C)CCC=C(C)C)C[C@H](C(=O)N2CCOCC2)[C@@]31CCC1CCCC1 (stereo partly drawn) | 5.2% | 1.4% | -2.0% | -18.0% | -3.3% | -9.4% | i | -0.5% | -1.3% |
| 28 | C/C(=N/OC(=O)c1ccc(C)cc1)c1ccc(N2C(=O)C3CCCCC3C2=O)cc1 (stereo not drawn) | -15.3% | 3.3% | -4.3% | -2.2% | -50.5% | 0.6% | ? | -0.8% | 5.8% |
| 29 | Cc1c(C)c2c(cc(C)c3c(-c4ccc(Br)cc4)coc32)oc1=O | 0.6% | . | -18.6% | -8.0% | . | 8.3% | i | -1.1% | 7.0% |
| 30 | COc1ccc(-c2noc(N3CCC(C(=O)NCCCN4CC(C)CC(C)C4)CC3)n2)cc1 (stereo not drawn) | -9.8% | 2.4% | ? | -11.9% | 3.7% | -21.8% | ? | 0.0% | . |
| 31 | CCC[N+]1(CC#CCC(c2ccccc2)c2ccccc2)CCCCC1 | -8.5% | 7.4% | -6.8% | -28.6% | 28.7% | ? | ? | 0.4% | ? |
| 32 | CCCCNC(=O)Nc1ccon1 | 11.2% | 4.6% | -17.5% | -2.6% | 9.1% | 7.3% | i | -1.4% | -5.9% |
| 33 | N#Cc1ccccc1Sc1ccccc1C(=O)OCC(=O)NC1CCCCC1 | 8.6% | -1.9% | ? | -28.9% | -0.5% | 2.3% | i | 0.1%[9.22 µM] | -10.1% |
| 34 | NNc1ccc(Cl)c(C(=O)O)c1 | 0.5% | 11.2% | 12.5% | 16.2% | 5.2% | ? | i | 0.3% | 73.1%[activator] |
| 35 | C=CC[C@]12CCc3sccc3C1N(c1ccc(C(=O)OCC)cc1)C2=O (stereo partly drawn) | 14.1% | 9.7% | ? | -4.7% | 27.9% | -17.7% | i | 0.6% | ? |
| 36 | CSC1=NCCN1C(=O)Cc1cccc2ccccc12 | 2.4% | -5.2% | 19.0% | 3.4% | 1.2% | -8.6% | i | 0.1% | 2.4% |
| 37 | O=C(COC(=O)c1cc(-c2cccs2)nc2ccccc12)c1ccc(Cl)cc1 | -0.5% | . | 2.9% | -8.3% | . | -16.0% | i | 0.4% | 8.1% |
| 38 | O=C(Cc1ccccc1)Nc1cccc(NC(=O)c2ccccc2)c1 | -8.1% | -22.0% | 16.2% | 5.3% | ? | 25.9µM* | i | 0.4% | -13.9% |
| 39 | Cn1c(-c2ccccc2)nc2cnccc21 | -1.6% | -0.5% | ? | -1.6% | 1.7% | -3.0% | i | -0.8% | 2.3% |
| 40 | CCCc1nc2c3ccccc3ccn2c1Cc1ccc(OC)cc1C | . | -8.5% | ? | -14.7% | . | . | ? | 13.8% | 3.4% |
| 41 | Cc1ccc(S(=O)(=O)NCC(c2cccnc2)N2CCOCC2)cc1 (stereo not drawn) | -0.9% | 2.0% | 7.8% | 0.8% | -1.5% | ? | i | -1.0% | . |
| 42 | CCCN(Cc1ccccc1)C(=S)Nc1cccc(C)c1C | -8.6% | -11.1% | -7.5% | -15.5% | -4.0% | -9.9% | i | 0.1% | -14.2% |
| 43 | Clc1ccc(Cl)c(OCCN2CCOCC2)c1 | -8.5% | -2.4% | -9.1% | -19.8% | -0.1% | -13.2% | i | -0.5% | -2.1% |
| 44 | COc1ccccc1N1CCN(C(=O)C2CCC(CNS(=O)(=O)c3ccc(NC(C)=O)cc3)CC2)CC1 (stereo not drawn) | -4.2% | -7.2% | 3.8% | 5.7% | 7.9% | 11.2% | i | -0.3% | 2.6% |
| 45 | Cc1ccc(CNC(=O)C(=O)Nc2c3c(nn2-c2ccc(F)cc2)CSC3)cc1 | -14.2% | . | 0.0% | -7.3% | . | . | i | -0.5% | -12.2% |

Quoted at random: two entries already listed, in no set order.
| cpd | Compound | A549 viability | EPAC2 antag | TGFb inhibitor | HepG2 viability | MCF10A rereplic | Nrf2 inh | S2 tox | Nrf2 ARE act | ATXN2 expr inh |
| --- | --- | --- | --- | --- | --- | --- | --- | --- | --- | --- |
| 45 | Cc1ccc(CNC(=O)C(=O)Nc2c3c(nn2-c2ccc(F)cc2)CSC3)cc1 | -14.2% | . | 0.0% | -7.3% | . | . | i | -0.5% | -12.2% |
| 43 | Clc1ccc(Cl)c(OCCN2CCOCC2)c1 | -8.5% | -2.4% | -9.1% | -19.8% | -0.1% | -13.2% | i | -0.5% | -2.1% |

In another format: entries from further up
[39] Cn1c(-c2ccccc2)nc2cnccc21
[32] CCCCNC(=O)Nc1ccon1

Screen / compound no.	39	32
A549 viability	-1.6%	11.2%
EPAC2 antag	-0.5%	4.6%
TGFb inhibitor	?	-17.5%
HepG2 viability	-1.6%	-2.6%
MCF10A rereplic	1.7%	9.1%
Nrf2 inh	-3.0%	7.3%
S2 tox	i	i
Nrf2 ARE act	-0.8%	-1.4%
ATXN2 expr inh	2.3%	-5.9%

Compound activity (PubChem BioAssay)
